A549 tox – kills or reduces viability of A549 cells in Nrf2 counter-screen | Potency, µM (highest dose often 46 µM), for inactives: at the highest dose activity change, negative = cytotoxicity, most hits filed as inhibitors | A549 ARE-Fluc cells, CellTiter-Fluor viability, 18-24 h | actives 0.16% (n = 390,000) | AID 504648; further: potency means the concentration at half of the fitted maximal effect; on the % scale 0 is the no-effect control and ±100 the full control effect
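Cytotoxicity counterscreen: CellTiter-Fluor fluorescence was measured in A549 ARE_Fluc cells after 18-24 h of compound exposure in a concentration series. The subsequent BugLite luminescent read reports ARE-luciferase activity.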
TGFb SMAD3 inh – TGF-b pathway inhibition | HepG2 CAGA-GFP TGF-b/SMAD3 reporter, GFP fluorescence, 18 h; TGF-beta stimulated, 500 pg/mL final | actives 1.2% (n = 410,000) | Potency, µM (highest dose often 46.1 µM), for the others: at the highest dose activity, negative = inhibition, actives largely listed as inhibitors | AID 588855; further: potency means the concentration at half of the fitted maximal effect; on the % scale 0 is the no-effect control and ±100 the full control effect; nearly all actives have a fitted effect of over 65% in size
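HEPG2 CAGA-GFP reporter cells (1000/well, DMEM with 1% FBS) received compounds, then recombinant TGF-beta at 500 pg/mL final for 18 hours at 37 degrees C. Per-cell GFP summed per well was normalised to unstimulated and stimulated DMSO controls before curve fitting.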
pAkt inh – blocks phosphorylation of Akt | activity change, % for hits at 50 µM | Neuro2A IGF-stimulated pAkt S473 HTRF, 20 min; stronger effect = lower value | actives 0.32% (n = 360,000); in the data active means activity change below about -80%; inconclusive means mostly about -51% to -80%; further: on the % scale 0 is the no-effect control and ±100 the full control effect
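Neuro2A cells in DMEM with 0.5% FBS, overnight at 37 deg C, given compound at single 50 µM final, then IGF (6 nM final) for 20 min at 37 deg C. Lysed; phospho-Akt Ser473 by HTRF after 24 h, 665/615 ratio.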
Mm-Cpn inhibitor – M. maripaludis TRiC chaperonin inhibition | purified Mm-Cpn ATPase, ADP Transcreener TR-FRET | Potency, µM (titrated, usually from 76.9 µM), without a hit: at the top dose activity, negative = inhibition, usual class: inhibitors | actives 0.031% (n = 330,000) | AID 504842; further: potency means the concentration at half of the fitted maximal effect; on the % scale 0 is the no-effect control and ±100 the full control effect; nearly all actives have a fitted effect of over 80% in size
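ATP (10 uM final) was added to archaeal chaperonin (25 nM final) after 10 min exposure to test compound at 37°C; after 30 min further incubation, ADP was detected by competitive TR-FRET.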
Nrf2 activator – activators of Nrf2 (ARE) signaling | AREc32 ARE-luciferase reporter (MCF7-derived line), luminescence, 24 h | Potency, µM (series often up to 46.1 µM), for inactives: top-dose activation, usual class: activators | actives 0.31% (n = 410,000); further: potency means the concentration at half of the fitted maximal effect; % of control where 0% means no effect; nearly all actives have a fitted effect of over 65% in size
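Luciferase luminescence (Steady-Glo, 30 min at room temperature) served as the read-out of ARE activation in AREc32 cells treated with compounds for 24 hr at 37 deg C.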
CCT chaperon mod – modulators of cytosolic chaperonin (CCT/TRiC) activity; purified chaperonin ATPase assay, HTRF ADP detection, 30 min; activity change, % (test concentration not listed), hits read low; actives 0.3% (n = 360,000); in the data active means activity change below about -30%; further: on the % scale 0 is the no-effect control and ±100 the full control effect
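Enzyme 40 or 20 nM (batch-dependent) in Tris pH 7.4/KCl/MgCl2/DTT; cpd 76 uM single point; ATP 10 uM; 30 min 37 °C; Transcreener ADP HTRF detection, 30 min RT; ratio 665/615.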
Abeta rescue – compounds reversing amyloid beta toxicity in yeast; actives 0.063% (n = 410,000); yeast expressing A-beta42, growth rescue, OD600, 48 h; response scale: 0% DMSO, 100% iron-clioquinol control; Potency, µM (titrated, usually from 46.1 µM), inactives show at the top dose growth rescue, actives largely listed as activators; AID 1347071; further: potency means the concentration at half of the fitted maximal effect; nearly all actives have a fitted effect of over 55% in size
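Growth rescue measured by 600 nm absorbance after 48 h yeast culture at 30 C with compound. Values normalized between DMSO and an equimolar ferric chloride plus clioquinol control.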
Nrf2 block – inhibitors of Nrf2 signaling. A549 ARE-Fluc reporter, luciferase luminescence, 18-24 h. Potency, µM (highest dose often 46 µM), for the others: top-dose activity change, negative = inhibition, usual class: inhibitors. actives 2.1% (n = 360,000). AID 504444; further: potency means the concentration at half of the fitted maximal effect; on the % scale 0 is the no-effect control and ±100 the full control effect; nearly all actives have a fitted effect of over 60% in size
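Two sequential reads on A549 ARE_Fluc cells exposed to compound for 18-24 h: a CellTiter-Fluor fluorescence read for viability, then a luciferase luminescence read for Nrf2/ARE activity.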
HepG2 viability – kills HepG2 cells in TGF-b inhibitor counter-screen; HepG2 CAGA-GFP viability, ATP luminescence, 18 h; actives 0.76% (n = 410,000); Potency, µM (highest dose often 46.1 µM), for inactives: at the top dose activity change, negative = cytotoxicity, hits mostly cytotoxic; further: potency means the concentration at half of the fitted maximal effect; some results filed as inactive show a strong effect at the top dose
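CellTiter-Glo luminescence gave cytotoxicity after 18 hours at 37 degrees C. The cells were HepG2 CAGA-GFP in 1% FBS DMEM, stimulated with 500 pg/mL TGF-beta after compound addition. %Activity was normalised to no-cell wells (complete cell-killing) and DMSO (no toxicity), and curves were fitted and classified.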
* = called active by the depositor; i = inactive; ? = inconclusive; / = not tested or not shown; [ ] = remark or other dose. Unless noted, the call rests on the fitted dose curve; in most records, active means well fitted curve in the direction sought with a large enough effect; inconclusive means small, poorly fitted or top-dose-only effect, or another doubt; inactive means no such curve, though single readings can be large; an effect the other way counts as inactive or inconclusive.

SMILES | A549 tox | TGFb SMAD3 inh | pAkt inh | Mm-Cpn inhibitor | Nrf2 activator | CCT chaperon mod | Abeta rescue | Nrf2 block | HepG2 viability
Cc1ccccc1S(=O)(=O)NC(=NCc1ccc(F)cc1)c1ccccc1 | 2% | -13% | i | 2% | 2.5% | 2.6 | 21% | -3% | -28%
CC1CN(C2CCN(C(=O)c3cccc(Cl)c3)CC2)CC(C)O1 (stereo not given) | -3% | 1% | i | -1% | 0.2% | 0.6 | -14% | 10% | -5%
C[C@@H](NC(=O)[C@@H]1Cc2ccccc2CN1C(=O)OC(C)(C)C)C(=O)NCc1ccco1 | -2% | 0% | i | -3% | -0.4% | 2.0 | 3% | 3% | 15%
CCc1ccc(OCc2nnc(SCc3ccc(C(=O)O)cc3)o2)cc1 | 1% | 1% | i | 0% | -0.5% | 0.8 | 5% | -8% | -11%
COC(=O)C1=C(C)N(Cc2ccc(C)cc2)C(=O)/C1=C\c1cc(OC)c(OC)c(OC)c1 | -12% | ? | i | -1% | ? | -2.0 | 0% | ? | 16µM*
CC(C)(C)Sc1ccc2nc3c(n2c1)CCCC3 | 2% | 0% | i | 2% | 0.3% | 1.4 | 0% | -7% | -29%
CN1/C(=C\C(=O)Nc2ccc(F)cc2)C(C)(C)c2ccccc21 | 1% | -9% | i | 2% | 0.1%[9.22 µM] | -0.7 | 0% | -19% | -23%
COC(=O)c1c(NC(=O)/C=C/C(=O)O)sc(Cc2ccccc2)c1C | -12% | ? | i | 2% | 22µM* | -1.8 | -16% | -21% | -50%
COc1ccc(NC(=O)COc2cccc3c2CCNC3=O)cc1 | -5% | 12% | i | 0% | 3.3% | -2.5 | -2% | ? | 2%
C=CCNCCCCOc1ccc(C)cc1[N+](=O)[O-] | 1% | 36%[activator] | i | 1% | 0.3% | -3.1 | -10% | 14% | -2%
Cc1ccc(C(c2sc3nc(C)nn3c2O)N2CCN(c3ccccc3F)CC2)cc1 (stereo not given) | ? | -7% | i | -6% | -0.5% | 0.8 | 6% | ? | -42%
OCC1(Cc2cccc(C(F)(F)F)c2)CCN(Cc2cc(F)cc(F)c2)CC1 | -14% | ? | i | -1% | -0.5% | -1.3 | 14% | ? | -46%
O=Cc1ccc(N2N=C(c3ccccc3)CC2c2ccccc2)cc1 (stereo not given) | ? | ? | i | -4% | 2.8% | 2.6 | 17% | ? | -43%
O=C(Cn1cnc2ccccc2c1=O)NCC1COc2ccccc2O1 (stereo not given) | -3% | -1% | i | 1% | 2.7% | 3.0 | 20% | 5% | 1%
Cc1cccc(C)c1Nc1nnc(SCC(=O)Nc2cc(S(=O)(=O)N3CCCCC3)ccc2Cl)s1 | 9% | -17% | i | -15% | 4.1% | 0.1 | 22% | -7% | -13%

Continued (5 carried over from the part before).
SMILES | A549 tox | TGFb SMAD3 inh | pAkt inh | Mm-Cpn inhibitor | Nrf2 activator | CCT chaperon mod | Abeta rescue | Nrf2 block | HepG2 viability
Cc1ccc(C(c2sc3nc(C)nn3c2O)N2CCN(c3ccccc3F)CC2)cc1 (stereo not given) | ? | -7% | i | -6% | -0.5% | 0.8 | 6% | ? | -42%
OCC1(Cc2cccc(C(F)(F)F)c2)CCN(Cc2cc(F)cc(F)c2)CC1 | -14% | ? | i | -1% | -0.5% | -1.3 | 14% | ? | -46%
O=Cc1ccc(N2N=C(c3ccccc3)CC2c2ccccc2)cc1 (stereo not given) | ? | ? | i | -4% | 2.8% | 2.6 | 17% | ? | -43%
O=C(Cn1cnc2ccccc2c1=O)NCC1COc2ccccc2O1 (stereo not given) | -3% | -1% | i | 1% | 2.7% | 3.0 | 20% | 5% | 1%
Cc1cccc(C)c1Nc1nnc(SCC(=O)Nc2cc(S(=O)(=O)N3CCCCC3)ccc2Cl)s1 | 9% | -17% | i | -15% | 4.1% | 0.1 | 22% | -7% | -13%
CCc1cc2c(=O)c(-c3ccc4c(c3)OCCO4)coc2cc1OS(C)(=O)=O | ? | -19% | i | -11% | 5.2% | 0.3 | -6% | ? | -20%
COc1ccc(/C=C/C(=O)Nc2ccccc2Cl)cc1S(=O)(=O)N1CCOCC1 | 3% | -15% | i | -5% | 0.1% | 2.2 | -4% | 5% | 6%
c1cc2c(cc1CN1CCN(C3CCCCCC3)CC1)OCO2 | 0% | -1% | i | -1% | 0.1% | -0.2 | -3% | 18% | -12%
O=C(Nc1ccc2oc(-c3cccnc3)nc2c1)c1ccc(-c2cccc(OC(F)(F)F)c2)o1 | -3% | -14% | / | / | 4.3% | / | 8% | 1.5µM* | -2%
CCOC(=O)c1c(NC(=O)CCCOc2ccc(Cl)cc2)sc2c1CCC2 | 1% | -6% | / | / | -0.5% | / | -6% | 4% | -9%
COc1cccc(C2N(c3cccc(Cl)c3)C(=O)C3CCCN32)c1OC (stereo not given) | 5% | 21% | i | 0% | 2.4% | -0.1 | -18% | ? | -17%
COc1ccc2[nH]c(=O)c(C(c3nnnn3CC3CCCO3)N3CCCCC3)cc2c1 (stereo not given) | -2% | 8% | i | -6% | -0.3% | -0.8 | -12% | 9% | -3%
COc1cc(C2C(=O)N(C3CCCCC3)CC(=O)N2C2CCCCC2)ccc1OC(C)C (stereo not given) | -2% | -4% | / | / | 0.2% | / | -9% | / | -6%
O=C(CSc1ccc(Br)cc1)Nc1cccc(S(=O)(=O)N2CCOCC2)c1 | -2% | -25% | i | -1% | 1.9% | -2.2 | 9% | ? | -41%
Cc1ccc(CSCC(=O)N(C)CC(=O)Nc2ccc(Br)cc2C)cc1 | -8% | -9% | i | 0% | -0.7% | -0.6 | 18% | -13% | -1%
CC(C)=CCN1CCN(Cc2cc(C(C)C)n[nH]2)CC1CCO (stereo not given) | -8% | 14% | i | 0% | 0.2% | -0.7 | -16% | 7% | -6%
COCCNc1nc(Oc2ccc(NC(C)=O)cc2)c2sc(-c3ccccc3)cc2n1 | / | ? | i | / | -1.0%[9.22 µM] | 0.9 | -13% | / | -58%
C[C@@H]1CCCCO[C@@H](CN(C)S(=O)(=O)c2ccc(Cl)cc2)[C@@H](C)CN([C@H](C)CO)C(=O)c2cc(N(C)C)ccc2O1 | / | 0% | i | / | -0.2% | 0.9 | 13% | / | 5%
CC1(C)CC(N2CCOCC2)=CC(=[N+]2CCOCC2)C1 | -7% | 0% | i | 1% | -0.9% | -3.3 | -10% | -6% | -5%
COc1ccc(C(C)=O)c(OCC(=O)NCCC2=CCCCC2)c1 | / | -6% | i | / | 3.2% | -1.2 | -6% | / | -8%
N#Cc1c(-c2ccccc2)nc(-c2ccccc2)[nH]c1=O | -1% | -7% | i | 1% | -0.4% | 0.5 | 2% | -22% | -55%
COc1cc(OC)c(C(=O)O/N=C(\N)c2ccc(C)cc2)cc1OC | -4% | 20% | i | 4% | 4.0% | 0.7 | -26% | ? | -16%
COc1ccc2oc(=O)c(C(=O)NCc3ccco3)cc2c1 | 1% | -9% | i | 2% | 0.4% | -3.5 | -13% | 2% | -27%
COc1ccccc1NC(=O)Nc1nc(C(C)(C)C)cs1 | -3% | ? | i | 0% | 3.5% | -2.1 | 4% | -19% | -30%
CCC(=O)N(Cc1cc2cc(C)c(C)cc2[nH]c1=O)C1CCCCC1 | -6% | 9% | i | 0% | -0.2% | 0.4 | 24% | 4% | 3%
COc1ccc(CCC(=O)NCCc2csc(-c3ccc(F)cc3)n2)cc1 | 5% | 8.9µM* | / | / | 6.4% | / | -3% | / | -38%
NCCc1nnc(SCc2ccccc2Cl)o1 | 2% | 7% | i | 0% | 0.7% | 0.4 | -16% | 1% | -11%
CCOc1ccccc1-n1nnnc1SCC(=O)NC(=O)NCc1ccco1 | -16% | 0% | i | 0% | 6.8% | -0.3 | 20% | ? | -4%
COc1cccc(C(=O)Nc2ccc3nc(SCC(=O)N4CCc5ccccc54)sc3c2)c1 | -1% | -19% | / | / | 5.9% | / | 1% | 21% | -6%
CCN1CCN(c2nc3c(c(=O)n(C)c(=O)n3C)n2Cc2cccc3ccccc23)CC1 | -6% | -9% | i | 1% | 0.4% | 0.4 | -1% | -11% | -8%
CCN1C(=O)c2cccc3c(S(=O)(=O)NCCCN4CCOCC4)ccc1c23 | 2% | -1% | i | -3% | 2.2% | 1.7 | 12% | 10% | 0%
COCCN(C(=O)COC(=O)CCC(=O)c1cccs1)c1c(N)n(Cc2ccccc2)c(=O)[nH]c1=O | 5% | -5% | i | -6% | -0.6% | 0.6 | -14% | ? | -10%
N#Cc1ccc(C2=CC(=O)C[C@H](c3ccc(Cl)cc3)C2)cc1 | 4% | ? | i | -5% | 5.9% | -0.4 | -8% | 5% | -29%
O=C(c1ccc(S(=O)(=O)Nc2ccccc2F)cc1)N1CCC1 | 2% | 7% | i | 0% | -0.2% | -2.4 | 1% | 0% | -75%
COCCNS(=O)(=O)c1ccc(OCC(=O)N2CCc3ccccc3C2)c(Cl)c1 | 14% | -4% | i | -8% | -0.9% | 1.0 | 16% | 18% | -5%
O=C(CCS(=O)(=O)c1ccccc1Cl)Nc1ccc(S(=O)(=O)Nc2ncccn2)cc1 | 3% | ? | i | ? | 0.3% | 0.3 | 1% | 1% | -8%
CCCc1c(-c2ccc(Cl)cc2)ncn1CCc1ccccc1OC | / | / | i | / | -2.0% | -7.8 | 14% | / | /
O=C(CN1C(=O)NC2(CCCCCC2)C1=O)Nc1cccc(F)c1 | -4% | -3% | i | 2% | 2.0% | -1.8 | 7% | 5% | -21%
CCOC(=O)C1=C(C)NC(=S)NC1c1ccc(C)s1 (stereo not given) | -1% | -3% | i | -5% | 0.3% | 1.0 | 26% | -19% | -11%

Source: PubChem
